IEC-6 tox – cytotoxicity in IEC-6 intestinal epithelial cells, primary screen, cytotoxicity control for KLF5 inhibitor project, cell-based, luminescence. IEC-6 cytotoxicity, luminescence viability. inhibition, % at 5 µM. 290,000 compounds, 0.78% hits. AID 1825, 2009; in the data active means inhibition above about 22%;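 further: 0% = plate median of test compound wells and 100% = cytotoxic reference compound wells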
HSF-1 act – HSF-1 activators, primary screen, NIH3T3-HGL cells, MG132 stress, luminescence, single point | NIH3T3-HGL HSF-1 luciferase reporter, 8 h; 100% = twice DMSO control signal | activation, % at 9 µM | 300,000 compounds, 1.7% hits;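 active means mean replicate activation of at least 50% with a set share of replicates each reaching 50%; inconclusive means only one of those two conditions met; inactive means mean below 50% and too few replicates reaching it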;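 further: 0% = median of the neutral control wells and 100% = twice that signal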
HSP90 refold inh – HSP90 inhibitors, primary screen, cell lysate, luminescence; 290,000 compounds, 0.91% hits; Rabbit reticulocyte lysate, luciferase refolding luminescence, 3 h; Heat shock protein HSP 90 (rabbit reticulocyte lysate; luciferase refolding); AID 1789, 2009; inhibition, % at 5.6 µM;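 active means inhibition above the screen-wide mean plus 3 SD, computed separately per campaign, cut at about 16% in these data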;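 further: 0% = DMSO wells and 100% = 60 µM geldanamycin wells; inhibitors lower the luminescence because luciferase stays unfolded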
GSK3 alpha inh – blockers of GSK3A enzyme activity – biochemical, luminescence, cell-free homogeneous, HTS, primary screen; Glycogen synthase kinase-3 alpha (Homo sapiens), P49840; 320,000 compounds, 0.1% hits; AID 2650, 2010; inhibition, % at 10 µM; GSK-3 alpha kinase, ADP-Glo luminescence, 60 min;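 in the data active means inhibition above about 50%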;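 further: GST-tagged GSK-3 alpha with peptide substrate and 25 µM ATP; 0% = DMSO neutral wells and 100% = GW8510 positive control wells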
Target sequence (P49840 whole entry, looked up): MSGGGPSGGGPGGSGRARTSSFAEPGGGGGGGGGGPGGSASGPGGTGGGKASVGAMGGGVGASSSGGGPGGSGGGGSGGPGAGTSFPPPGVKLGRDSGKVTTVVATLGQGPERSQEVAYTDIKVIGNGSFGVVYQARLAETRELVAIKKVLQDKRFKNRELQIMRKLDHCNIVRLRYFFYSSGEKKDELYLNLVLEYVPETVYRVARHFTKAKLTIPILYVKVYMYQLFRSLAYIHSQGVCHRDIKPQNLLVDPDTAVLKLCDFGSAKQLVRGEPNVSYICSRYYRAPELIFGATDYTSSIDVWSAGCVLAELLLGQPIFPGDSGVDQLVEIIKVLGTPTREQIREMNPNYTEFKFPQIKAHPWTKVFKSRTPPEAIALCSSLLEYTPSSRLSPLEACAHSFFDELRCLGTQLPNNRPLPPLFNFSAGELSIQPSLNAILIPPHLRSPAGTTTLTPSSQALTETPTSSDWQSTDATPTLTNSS
aSyn 5UTR inh – MLPCN primary screen, SNCA 5' untranslated region; alpha-synuclein 5'UTR reporter, inhibitor activity; inhibition, % (tested at 7.5 µM); 300,000 compounds, 0.82% hits; in the data active means inhibition above about 60%; inconclusive means no clear call, values can overlap the other calls;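 further: H4 neuroglioblastoma cells stably carrying SNCA 5'UTR luciferase fusion; 0% = DMSO wells and 100% = positive control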
GSK3B inh – human GSK3beta kinase inhibitors, primary screen, biochemical, cell-free homogeneous, HTS; Glycogen synthase kinase-3 beta (Homo sapiens), P49841; activity score (negative = inhibition), % at 10 µM; AID 2097, 2009; GST-GSK3beta kinase, ADP-Glo luminescence, 60 min; stronger effect = lower value; 300,000 compounds, 0.038% hits;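 active means more than half of replicate wells score below -50%, meaning over 50% inhibition versus plate controls; inconclusive means some replicates but at most half score below -50%; inactive means no replicate scores below -50%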;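 further: 0% = median DMSO wells and -100% = median GW8510 positive control wells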
Target sequence (P49841 whole entry, looked up): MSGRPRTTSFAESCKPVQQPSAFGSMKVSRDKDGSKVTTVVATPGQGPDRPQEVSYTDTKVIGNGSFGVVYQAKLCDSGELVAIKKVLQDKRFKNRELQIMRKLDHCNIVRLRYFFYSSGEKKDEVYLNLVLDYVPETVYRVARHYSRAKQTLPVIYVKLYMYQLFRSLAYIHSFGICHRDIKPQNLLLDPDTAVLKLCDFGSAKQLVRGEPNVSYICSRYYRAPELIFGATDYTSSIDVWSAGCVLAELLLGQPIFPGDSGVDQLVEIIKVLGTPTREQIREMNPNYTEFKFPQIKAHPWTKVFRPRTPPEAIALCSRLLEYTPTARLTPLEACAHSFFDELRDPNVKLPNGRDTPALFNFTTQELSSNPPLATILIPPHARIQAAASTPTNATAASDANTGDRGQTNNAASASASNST
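test system = GST-tagged human GSK3beta kinase, cell-free | reagent = 25 µM ATP with peptide substrate | dosing = one dose of 10 µM per compound | schedule = 60 min reaction, RT | detection = luminescent ADP-Glo measurement of ADP formed | control set = DMSO neutral wells and GW8510 at 20 µM as positive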
PolyA inhibitor – polyadenylation inhibitors in yeast reporter cells, primary screen, luminescence, S. cerevisiae; S. cerevisiae SKY197-pL101 polyadenylation reporter, beta-gal luminescence; efflux-impaired pdr1/pdr3 knockout yeast; score 100 = 6 SD above DMSO; calls only at 12 µM; AID 1875, 2009; 300,000 compounds, 0.02% hits;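 active means lowest replicate activity score at least 50, where 100 means six control SD above control mean; inconclusive means lowest score under 50 but half or more replicates reach 50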;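 further: yeast exposed to compound for 9 h at 30 °C; higher score means more reporter readthrough which indicates perturbed polyadenylation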
HSF1 inhib – HSF1 inhibitors in luciferase reporter cells, primary screen, cell-based, NIH3T3, luminescence | activity change, negative = inhibition, % at 7.5 µM (by protocol) | 300,000 compounds, 0.77% hits | NIH3T3-HGL HSE-luciferase, MG132-induced, luminescence 8 h; stronger effect = lower value | AID 2098, 2009;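 active means more than half of replicate wells show activity change below -50%, luminescence cut by over half; inconclusive means some wells, but at most half, below -50%; inactive means no replicate well below -50%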;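 further: luciferase reports HSF-1 transcriptional activity via heat shock element; 0% = median of DMSO wells and -100% = zero luminescence signal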
AI-2 QS modul – Vibrio harveyi AI-2 quorum sensing modulators, primary screen, JMH597 strain, luminescence/OD600 ratio. Vibrio harveyi JMH597 AI-2 luminescence/OD600 ratio, 9 h; stronger effect = lower value; strain lacks LuxN and CqsS sensors; 0 = neutral-control median. activity change, % at 7.5 µM. 300,000 compounds, 0.4% hits. AID 2094, 2009; in the data active means activity change below about -75%, passing the limit was not always enough; inconclusive means no clear call, values can overlap the other calls;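 further: luminescence divided by OD600 gain over 9 h not by final OD600 alone; inactives centre near 13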
KLF5 inh – KLF5 expression inhibitors, primary screen, DLD-1 cells, luminescence; inhibition, % at 5 µM; AID 1700, 2009; DLD-1 KLF5 promoter-luciferase reporter; 290,000 compounds, 0.23% hits;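 active means inhibition above a per-plate limit of that plate's mean compound inhibition plus 3 SD, cut at about 60% in these data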;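 further: 0% = DMSO wells and 100% = LY294002 at 200 µM; higher means less KLF5 promoter-driven luciferase light; inactives centre near -14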
* hit, by the source's call; i = inactive; ? = inconclusive; . = no result given; & = joins results of further samples.

SMILES | HSF1 inhib | GSK3 alpha inh | KLF5 inh | AI-2 QS modul | GSK3B inh | HSF-1 act | HSP90 refold inh | PolyA inhibitor | aSyn 5UTR inh | IEC-6 tox
Cc1ccc2c(Cl)cc(Cl)c(OCC(=O)NC(=O)NCc3ccco3)c2n1 | -1 | -1 | -2 | -2 | 1 | -2 | -2 | i | 40 | 1
COc1ccc(C2CC(C)=NN2C=O)cc1OC (stereo unspecified) | -6 | 1 | -24 | 15 | 1 | -20 | 0 | i | 11 | -4
CN(CC(=O)Nc1ccc(Cl)c(Cl)c1)C(=O)CC1OC(=O)c2ccccc21 (stereo unspecified) | 2 | 1 | . | 17 | -2 | -5 | . | i | -1 | .
Clc1ccccc1-c1nc(-c2ccncc2)no1 | 24&33 | 5&4 | -114&-111 | 10&18 | -2&-5 | 28 | 1&2 | i | -112&-120 | -3&2
Cc1nn(CC(=O)NCc2cccnc2)c(C)c1[N+](=O)[O-] | -3 | -1 | -11 | 11 | 0 | -9 | 0 | i | 6 | -1
CC(C)C(=O)NCCc1nc2ccccc2n1CCc1ccccc1 | 2 | 1 | -18 | 8 | 4 | -13 | 8 | i | 23 | 2
CCOC(=O)C1(CCc2ccccc2)CCN(Cc2c(O)cccc2OC)CC1 | 1 | -2 | -36 | 24 | 0 | 22 | 0 | i | -19 | -1
CC1=CC(=O)C(C(C)C)=C/C1=C(\c1cc(C(C)C)c(OP(=O)(O)O)cc1C)c1ccccc1C(=O)O | -1 | 8 | 34 | -11 | 1 | -19 | 3 | i | 35 | 22
O=C(COc1ccccc1)Nc1nnc(COc2ccccc2)s1 | -1 | -1 | -38 | 7 | 1 | 3 | -7 | i | -10 | -4
Cc1sc2ncnc(OCC(=O)N3CCN(S(=O)(=O)c4ccc(Cl)cc4)CC3)c2c1C | 2 | 1 | -8 | 21 | 0 | 29 | 0 | i | 18 | -10
O=C(O)C1CCCCC1C(=O)NCCc1ccccc1 (stereo unspecified) | -16 | 2 | -20 | 15 | 1 | -33 | 1 | i | 16 | 0
O=C(Nc1ccc2c(c1)OCO2)c1c[nH]c(=O)n(-c2ccc(F)cc2)c1=O | 4 | 0 | -50 | 17 | 4 | -11 | -4 | i | -15 | 2
COC(=O)c1ccc2c(=O)n(Cc3ccc4c(c3)OCO4)c(=S)[nH]c2c1 | 8 | 1 | -9 | -6 | -4 | -1 | -6 | i | -49 | 1
O=C(O)c1ccc(CSc2nnc(SCc3ccccc3)s2)cc1 | -5 | -8 | -13 | 20 | 2 | -2 | -2 | i | 6 | 5
CCOc1ccccc1N(CC(=O)NC1CCCCC1)S(=O)(=O)c1ccc(C)cc1 | 4 | 1 | 2 | -2 | 6 | 2 | 2 | i | 31 | -2
O=C(OCc1ccc(-c2ccccc2)cc1)c1cccc(O)c1 | 4 | 18 | -128 | 16 | 0 | 7 | 18* | i | -109 | -4
CC1(C)Cc2c(sc(NC(=O)c3ccc(S(=O)(=O)N4CCCCCC4)cc3)c2C#N)C(C)(C)N1 | 3 | -1 | -28 | 31 | 3 | 17 | -3 | i | 9 | -4
CCOC(=O)C1CCCN(C2=NC(=O)/C(=C/c3ccc(OC)c(OC)c3)S2)C1 (stereo unspecified) | 11 | -2 | -24 | 20 | 1 | 10 | -3 | i | 35 | -3
CC(CCOS(N)(=O)=O)c1ccccc1 (stereo unspecified) | 2 | 2 | -29 | 5 | 1 | -10 | -1 | i | -2 | 2
COCCN1CC(O)=C(c2nc3ccccc3c(=O)[nH]2)C1=N | -4 | -2 | 2 | 26 | -2 | -8 | 4 | i | -5 | -1

Further compounds:
SMILES | HSF1 inhib | GSK3 alpha inh | KLF5 inh | AI-2 QS modul | GSK3B inh | HSF-1 act | HSP90 refold inh | PolyA inhibitor | aSyn 5UTR inh | IEC-6 tox
O=C(CSc1nc(-c2ccc(F)cc2)cs1)Nc1ccccn1 | 2 | -2 | -9 | 15 | -5 | 6 | -4 | i | -14 | 0
N#C/C(=C1/CCCCCN1)c1nnc2n1CCCCC2 | -3 | -1 | -12 | 23 | 1 | 17 | 0 | i | -10 | -1
O=C(NCCCN1CCCC1)c1ccc2c(c1)N(Cc1ccc(F)cc1)C(=O)c1ccccc1S2=O (stereo unspecified) | -1 | -1 | -13 | 6 | -2 | -12 | 5 | i | -28 | -7
Cc1ccn(CCC(=O)NC2CCCc3c2cnn3-c2cccc(C)c2C)n1 (stereo unspecified) | 3 | 0 | -33 | 4 | 1 | 2 | -3 | i | -13 | -2
Cc1c(C(c2ccccc2O)c2c(C)n(C)n(-c3ccccc3)c2=O)c(=O)n(-c2ccccc2)n1C | -3 | 1 | -13 | 31 | 1 | -1 | 1 | i | 2 | 1
CCn1c(SCC(=O)c2cccs2)nnc1-c1cccs1 | 26 | 0 | -18 | -26 | -3 | ? | 3 | i | -4 | 4
O=C(OCc1ccc([N+](=O)[O-])cc1Cl)c1cnccn1 | -3 | -3 | -15 | -63 | 0 | 9 | -2 | i | -8 | 2
CCCN(Cc1ccccc1)C(=S)Nc1ccc(OC(F)F)cc1 | -2 | -4 | -7 | 4 | 0 | 8 | -3 | i | -26 | -2
CCCCNC(=O)c1sc(=S)n(-c2ccccc2OC)c1N | -2 | -3 | 9 | -2 | -2 | -20 | 1 | i | 5 | 4
O=C1Nc2cc(C(=O)NCCCN3CCCC3)ccc2S/C1=C\c1ccccc1 | 1 | 43 | -1 | -5 | -44 | 3 | -3 | i | -94 | -3
C=CCOc1ccc(CNc2ccc3[nH]c(=O)[nH]c3c2)cc1OCC | 2 | -2 | -4 | 35 | 4 | 5 | -2 | i | 34 | -9
COc1ccc(CCNCc2c(OC)ccc3ccccc23)cc1OC | -7 | -1 | -24 | 11 | 0 | 6 | 1 | i | 16 | 26*
C=CCOc1ccc(CNC(C)(C)CO)cc1OCC | -6 | . | -25 | -5 | -6 | -4 | 1 | i | 1 | 5
Cc1noc(C)c1COc1ccccc1C(=O)N(C)CC(=O)Nc1ccc(F)cc1 | 0 | -3 | . | 4 | -2 | 12 | . | i | -10 | .
O=C(CN(Cc1ccc(Cl)cc1)S(=O)(=O)c1ccccc1)NCC1CCCO1 (stereo unspecified) | 1 | -2 | -22 | 9 | 5 | 2 | -2 | i | 5 | -6
COc1ccc(CN(Cc2ccccn2)C(=O)CN2C(=O)C(C)Oc3ccccc32)cc1 (stereo unspecified) | 2 | -2 | -22 | 21 | 3 | -5 | 0 | i | -26 | 2
Cc1cc(OCC(=O)N(C(C)C)C(C)C)ccc1Cl | -7 | -1 | -17 | 8 | -22 | -15 | -3 | i | 20 | -4
COc1cc(C(=O)Nc2cccc(-n3cnnn3)c2)cc(Cl)c1OC | 6 | 3 | -8 | 11 | 0 | -3 | -4 | i | -1 | -2
COc1ccc(NC(=O)CCn2c(=S)[nH]c3ccccc3c2=O)cc1 | -4 | -1 | -14 | 15 | -2 | 2 | 5 | i | -5 | 2
CCOC(=O)C1=C(C)NC(=O)NC1c1ccc(OCC(=O)OC)c(OC)c1 (stereo unspecified) | 5 | . | 1 | -3 | 1 | 8 | 6 | i | 11 | 2

(listing goes on)
SMILES | HSF1 inhib | GSK3 alpha inh | KLF5 inh | AI-2 QS modul | GSK3B inh | HSF-1 act | HSP90 refold inh | PolyA inhibitor | aSyn 5UTR inh | IEC-6 tox
CCOC(=O)c1sc(=S)n(-c2cccc(C(F)(F)F)c2)c1SC | 7 | 0 | 1 | 20 | -1 | -4 | 1 | i | 13 | 0
Cc1ccc(NC(=O)Nc2sc(=S)n(C)c2C)cc1 | -10 | -2 | -29 | 22 | 1 | 6 | 0 | i | -22 | -5
O=C(NCCN1CCCC1)C1CCN(S(=O)(=O)N2CCC3(CC2)OCCO3)CC1 | -9 | 1 | -30 | 37 | 1 | 4 | -2 | i | 12 | -1
COc1cccc(-c2c[nH]c(=O)[nH]c2=O)c1 | -11 | 0 | -4 | -7 | 3 | -12 | -1 | i | 15 | -7
O=C(Nc1cc(C(F)(F)F)ccc1Cl)c1cc(C2CC2)on1 | -2 | -5 | -9 | 9 | -1 | 5 | -2 | i | -77 | 2
CCOC(=O)CCNC(=O)N1CCC(CCC(=O)NCc2ccc(F)cc2)CC1 | -18 | -3 | -15 | 3 | -1 | -37 | 0 | i | 3 | 2
CCOc1cccc(/C=N/N2C(C)CCCC2C)c1O (stereo unspecified) | -1 | -3 | -13 | 9 | 3 | -3 | -4 | i | 8 | -5
COc1ccc(Cl)cc1C(=O)NNC1CC(=O)N(Cc2ccc(Cl)cc2)C1=O (stereo unspecified) | 3 | -3 | -20 | -6 | 4 | 24 | 0 | i | -2 | 1
Cc1ccc(C)c(OCc2cc(C(=O)N3CCN(C(=O)c4ccco4)CC3)no2)c1 | 25 | 0 | -119 | 12 | 2 | 33 | 0 | i | -113 | 3
COc1ccc2cc(Br)ccc2c1CC(=O)NC(C)C | 0 | -1 | -14 | 4 | 1 | -5 | 1 | i | 34 | -3
Nc1nnc(Cc2ccc(Cl)cc2)s1 | 7 | 0 | -16 | 4 | -3 | 47 | 1 | i | 7 | -4
CC(=O)Nc1ccc(N/C=C(\C#N)S(=O)(=O)c2ccc(Cl)cc2)cc1 | -5 | -2 | -23 | 18 | 0 | 15 | -1 | i | 9 | 5
CCN(Cc1nc(-c2cccc(C)c2)no1)C(=O)c1ccc2c(c1)OCO2 | 1 | -3 | -12 | . | 6 | 6 | 3 | i | 1 | 4
O=C(NCCN1CCOCC1)c1ccc2c(c1)N(Cc1ccccc1)C(=O)CS2 | -2 | -6 | 1 | -3 | -3 | -1 | -2 | i | -31 | 6
CCOC(=O)c1cnn(-c2ccc(C(F)(F)F)cn2)c1N | 32 | -1 | -108 | 14 | 9 | 61* | 3 | i | -277 | 4
CCOC(=O)CCn1nc(-c2ccc(C)cc2)c2ccccc2c1=O | 0 | 2 | 3 | 3 | 1 | 4 | 2 | i | 2 | -5
O=C(CSCc1ccc(Cl)cc1)NN=C1CCCCCC1 | 1 | -1 | -24 | 21 | 2 | 7 | -2 | i | -19 | 4

These rows are one share of the data; rates above refer to the full screens.
